SMARCA2 activ: activators of SMARCA2 function; MG213 cells, MMTV-luciferase reporter, dexamethasone, overnight; activation, % at 9.1 µM; 1% of 370,000 active; in the data active means activation above about 7.8%;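 further: 0% = vehicle wells and 100% = reference activator wells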
NPR2 activator: GC-B (human) receptor activation | 0.11% of 370,000 active | activation, % at 10 µM | AID 1920062 | P20594 | HEK293-GC-B cells, CNP EC30, cGMP TR-FRET; 0% at EC30 CNP, 100% saturating CNP;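 active means activation at 10 µM reaching about 35% in either raw or pattern-adjusted values, limit read from the data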
FXN GAA850 act: increases GAA850 frataxin promoter reporter activity. HEK293 lucGAA850 FXN promoter luciferase reporter, 24 h; percent of 10 µM SAHA response. activation, % at 6 µM. 0.56% of 360,000 active;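 active means activation above the average of all compounds screened plus 3 SD, cutoff fixed separately per campaign, cut at about 7.5% in these data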;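 further: 0% = DMSO wells and 100% = 10 µM SAHA wells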
hcDAF12 agonist: activators of H. contortus DAF-12 nuclear receptor. HEK293 hcDAF-12 lit1-tk-luc reporter, luminescence; 0% DMSO, 100% Δ7-dafachronic acid. activation, % at 6.8 µM. 1.4% of 370,000 active;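 active means activation above the mean of all tested compounds plus 3 SD, cut at about 5.5% in these data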;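 further: 100% = response to 3 µM Δ7-dafachronic acid high control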
KLK7 zymogen act: proKLK7 (human) activation, primary screen. purified proKLK7, EDANS-DABCYL substrate fluorescence; 100% is mature enzyme control, 0% vehicle. activation, % at 7 µM. 0.9% of 370,000 active. AID 652039;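 active means activation above the mean of all tested compounds plus 3 SD, computed per campaign excluding outliers beyond control limits, cut at about 13% in these data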
Target sequence (P49862 whole entry, looked up): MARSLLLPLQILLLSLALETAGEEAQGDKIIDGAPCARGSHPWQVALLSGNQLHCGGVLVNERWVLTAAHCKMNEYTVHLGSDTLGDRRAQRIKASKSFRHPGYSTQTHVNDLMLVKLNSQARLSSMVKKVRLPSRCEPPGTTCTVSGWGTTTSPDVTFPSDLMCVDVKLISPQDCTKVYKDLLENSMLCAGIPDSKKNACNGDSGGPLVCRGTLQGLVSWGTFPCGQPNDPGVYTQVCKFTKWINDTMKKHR
ssDAF12 agonist: activators of S. stercoralis DAF-12 nuclear receptor | HEK293 ssDAF-12/GRIP1 lit1-tk-luc reporter, luminescence; % of 3 µM dafachronic acid response | activation, % at 6.8 µM | 1% of 370,000 active | AID 652126;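 active means activation above the mean over all tested compounds plus 3 SD, cut at about 0.9% in these data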;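 further: 0% = DMSO-only wells and 100% = 3 µM delta7-dafachronic acid wells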
DAX1 inh-1: DAX1 (NR0B1) inhibition, primary screen; AID 652010; inhibition, % at 6.8 µM; 1.1% of 370,000 active; HEK293T StAR-luciferase reporter, SF-1/DAX-1 repression relief;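 active means inhibition above the mean over all tested compounds plus 3 SD, cut at about 3.6% in these data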;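 further: 0% = DAX-1 cells with DMSO and 100% = cells lacking DAX-1 with DMSO; higher inhibition means more luminescence from relief of DAX-1 repression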
NPR1 activator: GC-A (human) enzyme activation | HEK293 GC-A cells, cGMP TR-FRET, EC30 ANP; 0% at EC30 ANP, 100% saturating ANP | activation, % at 10 µM | 0.14% of 370,000 active | AID 1671463; in the data active means activation above about 40%
HGIII-sPLA2 inh: Blocks human group III sPLA2 activity. 0.56% of 370,000 active. Q9NZ20. inhibition, % at 12.2 µM. AID 743126. QFRET BODIPY PC-A2 liposome hydrolysis, fluorescence;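 active means inhibition above mean plus 3 SD of compounds lying within the high and low control bounds, cut at about 19% in these data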;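 further: 0% = median of test compound wells and 100% = no enzyme DMSO wells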
Target sequence (Q9NZ20 whole entry, looked up): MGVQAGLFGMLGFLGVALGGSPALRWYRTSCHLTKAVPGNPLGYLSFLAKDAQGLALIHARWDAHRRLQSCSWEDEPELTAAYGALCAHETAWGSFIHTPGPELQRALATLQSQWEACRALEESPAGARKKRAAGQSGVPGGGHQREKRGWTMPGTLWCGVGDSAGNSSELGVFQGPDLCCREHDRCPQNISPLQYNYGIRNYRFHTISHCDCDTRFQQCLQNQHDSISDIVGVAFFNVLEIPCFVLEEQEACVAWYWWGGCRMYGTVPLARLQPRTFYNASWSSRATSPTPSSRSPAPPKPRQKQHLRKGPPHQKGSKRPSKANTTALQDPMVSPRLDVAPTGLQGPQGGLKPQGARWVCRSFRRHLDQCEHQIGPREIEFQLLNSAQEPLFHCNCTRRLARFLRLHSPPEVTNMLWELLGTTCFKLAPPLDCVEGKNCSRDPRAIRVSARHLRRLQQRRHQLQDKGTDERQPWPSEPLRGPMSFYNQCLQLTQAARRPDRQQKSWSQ
hgDAF12 agonist: agonists of H. glycines DAF-12 nuclear receptor | HEK293 GAL4-hgDAF12 UAS-luciferase reporter, agonist luminescence; normalized to butyrate control | activation, % at 6.8 µM | 1.8% of 370,000 active;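 active means activation above a cutoff set at the mean of all screened compounds plus 3 SD, cut at about 10% in these data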;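 further: 0% = DMSO wells and 100% = sodium butyrate wells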
DAX1 inh-2: inhibits human nuclear receptor DAX1; 0.99% of 340,000 active; inhibition, % at 6.75 µM; AID 504766; HEK293 Gal4-DAX1 luciferase reporter, luminescence; P51843;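 active means inhibition above the mean over all tested compounds plus 3 SD, cut at about 4.2% in these data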;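 further: 0% = DAX1-transfected cells with DMSO and 100% = empty-vector control cells with DMSO; inhibition shows as a rise in luminescence from relieved DAX1 repression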
Target sequence (P51843 207-470 limits assumed): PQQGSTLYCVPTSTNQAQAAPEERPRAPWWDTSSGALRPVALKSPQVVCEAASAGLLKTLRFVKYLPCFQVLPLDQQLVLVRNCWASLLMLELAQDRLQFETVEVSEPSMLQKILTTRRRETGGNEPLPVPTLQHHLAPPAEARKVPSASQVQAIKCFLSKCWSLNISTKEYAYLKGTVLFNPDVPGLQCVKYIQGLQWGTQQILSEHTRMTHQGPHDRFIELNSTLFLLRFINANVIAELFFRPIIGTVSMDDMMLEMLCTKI
* = called active by the depositor; . = no result given.

SMILES	SMARCA2 activ	NPR2 activator	FXN GAA850 act	hcDAF12 agonist	KLK7 zymogen act	ssDAF12 agonist	DAX1 inh-1	NPR1 activator	HGIII-sPLA2 inh	hgDAF12 agonist	DAX1 inh-2
O=C(Nc1nnc([C@@H]2O[C@H](CO)[C@@H](O)[C@H]2O)s1)Nc1ccccc1C(F)(F)F	-3	-2	0.2	-0.3	-0.2	-1.1	-0.9	-3	1	-1.9	.
COc1cccc(NC(=O)CN(C)C(=O)c2cc(-c3ccccc3)nn2-c2ccccc2)c1	0	4	-1.2	-2.6	-0.4	-1.0	-0.8	-12	-16	-1.6	-1.1
O=C(Nc1ccccn1)C12CC3CC(C1)CC(C(=O)Nc1ccccn1)(C3)C2	-7	0	-1.8	-0.7	0.1	-1.4	-1.3	0	11	0.3	-1.3
O=C1NC[C@@H](Cc2ccc(O)cc2)N(CCc2cccc3ccccc23)C1=O	-1	-1	-0.1	1.4	-0.5	-1.4	0.1	2	-9	-0.4	-0.2
COc1ccc(/C=C/C(=O)OCC(=O)NCCC2=CCCCC2)cc1	2	0	1.0	-1.2	0.0	-1.2	0.1	2	-7	0.5	0.2
O=C(O)CCCn1cc(NC(=O)COc2ccc([N+](=O)[O-])cc2)cn1	1	4	0.2	0.8	-0.2	-0.5	0.7	-3	4	-0.7	-0.9
O=c1[nH]c(/C=C/c2ccc(Cl)cc2Cl)c([N+](=O)[O-])c(=O)[nH]1	-1	1	0.9	-1.5	0.0	-1.1	0.7	0	-1	0.9	-2.1
CCn1ccnc1CN(C)C(=O)c1cc(COc2ccccc2SC)on1	3	-1	4.8	3.1	-0.1	0.7	3.0	2	-9	8.8	1.4
COc1ccc(C2/C=C\CN(C(=O)C3CC3)CC(=O)N2Cc2ccc(F)cc2)cc1 (stereo unspecified)	2	-4	0.2	-0.1	0.2	-1.1	-0.3	-4	-1	-1.8	-1.0
N/C(=N\O)c1ccc(NC(=O)c2ccc(Br)o2)cc1	6	0	0.1	1.4	-0.3	-0.8	0.9	0	4	1.4	0.1
CC(=O)Nc1ccc(NC(=O)C2CCCN2S(=O)(=O)c2cccc3nsnc23)cc1 (stereo unspecified)	3	3	1.8	0.3	-0.4	-1.1	0.0	-1	1	0.7	1.9
Cc1cccnc1NC(=O)CCCN1C(=O)c2ccccc2C1=O	-3	-1	-1.3	-0.9	0.4	-1.3	0.1	1	-1	-0.7	-0.4
CN1CCN(C(=O)c2ccccc2NC(=O)c2ccccc2)CC1	-3	2	-1.5	0.8	-0.2	-0.8	-0.3	2	5	-2.8	0.7
COc1cc2c(cc1NC(=O)/C=C/c1cc(OC)c(OC)c(OC)c1)oc1ccccc12	-4	5	-3.6	-3.9	-9.4	-2.2	-1.8	-2	-8	-5.7	-3.4
c1cncc(-c2ccc3[nH]ccc3c2)c1	7	-2	3.7	-0.3	-0.3	-1.3	0.6	0	2	5.0	0.7
CCc1nnc2c(N(C)S(=O)(=O)c3ccc(C)cc3)nc3ccccc3n12	-1	-5	2.2	-1.2	0.0	-0.5	0.7	2	0	1.0	0.3
Cc1c(Cc2ccccc2)c(=O)oc2cc(OCC(=O)c3ccccc3)ccc12	-2	2	0.0	-2.3	10	-1.0	0.5	6	-5	0.8	1.8
COc1cccc2c1Oc1ncccc1N(C(=O)CCC(=O)NCc1ccc(F)cc1)C2	-6	5	2.1	-1.8	0.5	-1.3	0.4	1	-1	-0.9	0.4
O=C(Cn1cc(COc2c(F)c(F)cc(F)c2F)nn1)c1ccc(O)cc1	1	4	-1.4	0.4	0.5	-1.1	0.8	3	-24	0.9	1.4
CCn1cc(C(=O)N2CCOCC2)c(=O)c2cc(S(=O)(=O)N(C)C)ccc21	-1	3	-0.1	2.2	0.1	-1.1	0.8	2	7	-4.9	1.7
C/C(=N\NC(=O)c1ccc(Cn2cc([N+](=O)[O-])cn2)o1)c1cccc(NC(=O)C(C)C)c1	4	1	0.2	-0.9	0.4	-1.4	0.3	-1	-3	1.0	-0.5
O=C(NC(CSSCC(NC(=O)c1ccccc1)C(=O)O)C(=O)O)c1ccccc1 (stereo unspecified)	2	3	-0.5	1.2	-0.3	-0.7	0.3	4	-3	2.4	-0.2
Cc1ccc(NC(=O)CCNC(=O)c2ccc([N+](=O)[O-])cc2)cc1S(=O)(=O)N1CCOCC1	3	-3	0.8	-1.0	0.4	-1.3	0.2	-7	-10	-3.9	0.1
O=C(COC(=O)c1ccc(Cl)c(S(=O)(=O)N2CCCCC2)c1)NCC1CCCO1 (stereo unspecified)	2	-3	4.2	-1.1	0.2	-1.0	0.5	4	-1	1.8	3.0
COc1ccc(NC(=O)CN(C)C(=O)CNC(=O)c2ccc3ccccc3c2)cc1	1	2	1.6	3.0	0.5	0.8	3.3	-1	0	9.4	4.2*
N=C(N)SCC1=CCS(=O)(=O)C1	4	3	0.0	-0.7	-0.1	-0.5	-0.4	2	-4	0.0	2.2
COc1ccccc1OCC(=O)NNC(=O)Nc1ccc(Cl)cc1	-5	0	0.1	-1.0	-0.4	-0.1	-1.8	-4	-8	-2.6	-0.2
COc1ccccc1CNS(=O)(=O)c1c(C(=O)N2CCCC2)c(C)n(C)c1C	-2	2	-0.3	-0.2	0.8	-1.1	1.0	0	-4	-2.0	0.5
COc1ccc(-c2nnc(SCC(=O)Nc3cc(C)on3)o2)cc1	1	1	1.8	-1.4	0.3	-1.6	0.1	1	1	3.9	0.1
COc1cc(OC)cc(C(=O)NCc2nc(-c3ccccc3)no2)c1	1	-1	-4.1	-2.5	0.4	-1.8	0.1	6	-15	4.8	-0.3
CC1=CC(=O)C=C(C)C1=NOc1ccccc1[N+](=O)[O-]	-2	-14	1.3	1.5	-0.5	-0.2	0.1	-28	-2	-2.1	0.7
N/C(=N\S(=O)(=O)c1cc(C(F)(F)F)cc(C(F)(F)F)c1)c1ccc(Cl)cc1	-4	4	0.7	-1.2	0.3	-2.4	0.1	2	-2	0.2	-1.2
Cc1cccc(OCCNS(=O)(=O)c2ccc(Cl)cc2)c1	0	-1	-1.1	-0.6	-0.5	-1.4	0.6	-1	-14	0.5	-0.3
O=C(CSc1nc(-c2ccco2)cc(C(F)(F)F)n1)Nc1ccc2c(c1)CCC2	-1	-21	-2.0	0.7	-0.1	-0.6	-0.2	-10	-1	2.8	-0.1
O=C(Nc1cccnc1)c1cc(F)cc(F)c1	-2	5	1.2	-0.9	0.3	-1.1	-0.1	1	3	2.5	-0.3
COc1cc(O)c(C(CCN2CCOCC2)c2cc(OC)c(OC)c(OC)c2)c(OC)c1 (stereo unspecified)	0	0	-0.5	-0.8	-0.1	-1.5	0.1	-4	8	0.3	1.8

The final 2 compounds of the section before come first, to join the parts.
SMILES	SMARCA2 activ	NPR2 activator	FXN GAA850 act	hcDAF12 agonist	KLK7 zymogen act	ssDAF12 agonist	DAX1 inh-1	NPR1 activator	HGIII-sPLA2 inh	hgDAF12 agonist	DAX1 inh-2
O=C(Nc1cccnc1)c1cc(F)cc(F)c1	-2	5	1.2	-0.9	0.3	-1.1	-0.1	1	3	2.5	-0.3
COc1cc(O)c(C(CCN2CCOCC2)c2cc(OC)c(OC)c(OC)c2)c(OC)c1 (stereo unspecified)	0	0	-0.5	-0.8	-0.1	-1.5	0.1	-4	8	0.3	1.8
CN(C)S(=O)(=O)c1ccc(N)c([N+](=O)[O-])c1	1	4	4.2	-1.8	-0.4	-1.3	-0.2	5	-3	0.5	-0.9
C/C=C/C(=O)OCC(=O)Nc1cc(OC)c([N+](=O)[O-])cc1C	0	5	0.1	-2.6	-0.4	-2.2	-0.6	-2	3	1.3	0.0
Cc1ccc(CCN2C(=O)CCC2(C)C(=O)NCc2cccnc2)cc1 (stereo unspecified)	0	2	0.9	-1.8	-0.5	-1.6	-0.5	1	1	0.2	0.1
COc1cccc(-n2nc(-c3ccnn3-c3ccccc3)c(=O)n(C)c2=O)c1	0	3	0.5	0.3	0.0	-1.0	0.7	3	1	-2.1	-0.3
Nc1nnc(SCC(=O)Nc2ccc(N3CCOCC3)c(Cl)c2)s1	-3	1	1.0	-1.6	-0.1	-1.3	-1.0	1	8	-0.1	-0.4
COc1cc(C=O)cc(Cl)c1OC(=O)N1CCOCC1	-2	5	-0.3	0.3	-0.2	-1.0	-0.2	4	3	3.0	0.2
Oc1ccc(NC(=S)N=Nc2c(O)[nH]c3ccc(Br)cc23)cc1	0	-7	-1.8	-0.2	-0.2	-0.6	0.3	-16	-10	5.7	-0.6
O=C(Nc1c(-c2ccc(C(F)(F)F)cc2)nc2ncccn12)c1ccc(F)cc1	-3	-2	.	1.4	1.0	-1.2	-0.8	4	3	5.9	.
CCOC(=O)C1CCCN(C(=O)c2ccc3c(c2)CCO3)CC1 (stereo unspecified)	-2	6	0.3	-2.9	-0.2	-1.1	0.3	0	-1	-2.7	.
Cc1ccc(-n2c(C3CC3c3ccc(Cl)cc3)n[nH]c2=S)cc1 (stereo unspecified)	-2	-4	2.2	-1.3	-0.4	-1.9	1.7	-2	10	-2.5	-0.2
CCOc1nc(Nc2ccc(OC)c(Cl)c2)nc(N2CCN(c3ccc(OC)cc3)CC2)n1	0	-1	-0.8	0.0	0.2	-1.2	0.9	-4	-4	-1.6	0.4
O=C(COc1ccc(S(=O)(=O)N2CCCC2)cc1)Nc1ccc2c(c1)OCCO2	0	-2	0.1	-0.4	0.1	-1.4	-0.8	-2	-7	2.9	-0.1
COc1ccc(S(=O)(=O)Nc2cccc(N(C)S(C)(=O)=O)c2)cc1C	-4	21	1.3	1.4	0.0	-1.6	-1.1	15	3	-4.8	0.6
CC(C)CCNC(=O)C1CC(c2ccccc2[N+](=O)[O-])=NO1 (stereo unspecified)	2	1	2.4	7.2*	-0.4	0.3	0.4	1	-5	3.6	1.9
COc1ccc(N(CC(=O)Nc2cc(OC)ccc2OC)S(C)(=O)=O)cc1	5	-16	1.2	1.1	0.6	-0.8	-0.5	-17	3	-0.5	-0.8
COc1ccccc1NC(=S)NC(=O)c1ccc(-c2ccc(Cl)cc2)o1	2	-1	2.1	-0.5	0.4	-1.1	0.0	-9	1	-0.6	-0.3
OCCN1CCN(CC(O)C(F)(F)F)CC1 (stereo unspecified)	-3	2	1.1	-1.5	-0.1	-1.7	-0.2	3	7	-4.8	-0.5
CCN(CC)Cc1c(C(=O)N/N=C/c2cccc(OCc3ccc(F)cc3)c2)nnn1-c1nonc1N	-1	-1	1.1	0.8	0.4	-0.3	-0.4	0	-5	-1.9	1.1
COc1ccc(OC)c(NC(=O)COC(=O)/C=C/c2ccco2)c1	0	3	2.5	0.3	0.9	-0.9	0.0	-2	-7	0.0	0.5
COc1cc(CC(NC(C)=O)C(=O)NC2CCN(S(=O)(=O)c3ccc(NC(C)=O)cc3)CC2)cc(OC)c1 (stereo unspecified)	-2	7	3.3	-0.4	0.5	-1.2	0.3	0	4	-1.7	1.9
O=C(N/N=C/c1cccc(F)c1)NC1CCCCC1	0	8	4.3	1.8	0.2	-1.0	1.3	0	-7	6.2	1.2
O=C(NC1CCCCC1)c1sc(N2CCOCC2)nc1-c1ccccc1	-3	0	2.3	-1.4	0.5	-1.2	-0.4	-3	-3	-4.1	0.8

Screening results deposited in PubChem BioAssay by several laboratories.
